Compound activity from PubChem BioAssay.
HCMV antiviral: blocks human cytomegalovirus replication | 410,000 compounds, 4.5% hits | HFF cells, HCMV-luciferase reporter, 72 h; stronger effect = lower value | activity change, negative = inhibition, % at 57.5 µM; in the data active = activity change below about -60%; inconclusive = no clear call, values can overlap the other calls; inactive = above about -39%
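Two-dose cell screen: HFF monolayers treated with compounds and infected with luciferase-expressing HCMV at 1 PFU/cell, 72 h at 37C, then lysed for luciferase measurement.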
Sm TGR block: S. mansoni TGR enzyme inhibition | purified TGR, DTNB reduction, TNB absorbance 405 nm | Q962Y6 | 360,000 compounds, 3% hits | Potency, µM (doses to about 114 µM), inactives show top-dose activity change, negative = inhibition, most hits filed as inhibitors | AID 485364; note: potency is the fitted concentration of half-maximal effect; nearly all actives have a fitted effect of over 60% in size
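First, TGR (20 nM dispensed) and NADPH were mixed with compound. Second, a 15 min room-temperature incubation followed. Third, further NADPH and then DTNB were added to start the reaction. Finally, TNB absorbance was monitored kinetically.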
AmpC detergent: blocks E. coli AmpC beta-lactamase in detergent assay. P00811. AmpC hydrolysis of nitrocefin, absorbance 480 nm, 0.01% Triton. Potency, µM (titrated, usually from 114 µM), for the others: at the top dose activity change, negative = inhibition, most hits filed as inhibitors. 370,000 compounds, 0.041% hits;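 note: potency is the fitted concentration of half-maximal effect; 0% = no-compound wells and -100% = no-enzyme wells; nearly all actives have a fitted effect of over 25% in size; some results filed as inactive show a strong effect at the top dose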
Target sequence (P00811 whole entry, looked up): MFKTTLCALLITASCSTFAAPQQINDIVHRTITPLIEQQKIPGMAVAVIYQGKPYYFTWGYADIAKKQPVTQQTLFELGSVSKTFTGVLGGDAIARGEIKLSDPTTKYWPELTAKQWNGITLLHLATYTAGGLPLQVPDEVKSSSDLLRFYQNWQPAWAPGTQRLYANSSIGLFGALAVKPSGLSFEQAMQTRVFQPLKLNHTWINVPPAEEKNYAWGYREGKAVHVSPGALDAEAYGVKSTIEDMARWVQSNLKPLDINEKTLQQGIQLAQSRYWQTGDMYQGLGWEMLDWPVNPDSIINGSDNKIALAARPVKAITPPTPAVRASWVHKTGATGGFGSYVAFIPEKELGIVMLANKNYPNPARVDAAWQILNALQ
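AmpC (5.3 nM in the dispensed reagent) in 20 mM phosphate pH 7.0 with 0.01% (detergent screen) or 0.0001% Triton X-100 was preincubated with compounds for 15 min at room temperature. Nitrocefin was then added from an 800 uM solution, and hydrolysis was followed at 480 nm.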
AMA1-RON2 inh: disrupts binding of P. falciparum AMA1 to RON2; AlphaScreen AMA1-biotinylated RON2 peptide binding; Potency, µM (series often up to 58.2 µM), for the others: top-dose activity change, negative = inhibition, most hits filed as inhibitors; 360,000 compounds, 0.2% hits;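 note: potency is the fitted concentration of half-maximal effect; 0% = vehicle wells and -100% = peptide control; nearly all actives have a fitted effect of over 45% in size; some results filed as inactive show a strong effect at the top dose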
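AMA1 (3D7) with his tag at 25 nM final met compounds first, then biotinylated RON2 peptide at 25 nM; detection used donor plus acceptor beads, 10 µg/mL apiece, read by AlphaScreen after 30 min at room temperature.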
FBPA Giardia inh: Giardia lamblia aldolase inhibition. purified Giardia FBPA. Potency, µM (top dose mostly 59.6 µM), inactives show at the top dose activity, negative = inhibition, most hits filed as inhibitors. 290,000 compounds, 0.71% hits. AID 2451; note: potency is the fitted concentration of half-maximal effect; nearly all actives have a fitted effect of over 55% in size
Target sequence (A8B2U2 whole entry, looked up): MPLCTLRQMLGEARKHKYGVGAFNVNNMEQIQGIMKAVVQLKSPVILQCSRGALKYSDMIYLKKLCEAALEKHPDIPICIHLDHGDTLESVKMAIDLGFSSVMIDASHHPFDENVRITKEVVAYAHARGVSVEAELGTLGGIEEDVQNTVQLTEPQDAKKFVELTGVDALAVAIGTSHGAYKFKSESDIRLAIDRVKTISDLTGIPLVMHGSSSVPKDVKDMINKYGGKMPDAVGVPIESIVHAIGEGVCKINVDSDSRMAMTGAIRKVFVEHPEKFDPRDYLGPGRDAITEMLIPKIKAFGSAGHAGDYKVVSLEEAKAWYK
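40 nM FBPA preincubated 10 min at RT with compound (up to 57.5 uM final), then substrate plus GAPDH/TPI/NAD/arsenate coupling and diaphorase/resazurin added. Fluorescence read after 20 min at RT, 525/598 nm.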
AmpC no deterg: inhibitors of E. coli AmpC beta-lactamase without detergent; P00811; AmpC nitrocefin hydrolysis, absorbance 480 nm, 0.0001% Triton; Potency, µM (highest dose often 57.1 µM), inactives show at the top dose activity change, negative = inhibition, actives largely listed as inhibitors; 330,000 compounds, 0.52% hits;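 note: potency is the fitted concentration of half-maximal effect; plate controls were no compound for no effect and no enzyme for full effect; nearly all actives have a fitted effect of over 20% in size; some results filed as inactive show a strong effect at the top dose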
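AmpC (5.3 nM in the dispensed reagent) in 20 mM phosphate pH 7.0 with 0.01% (detergent screen) or 0.0001% Triton X-100 was preincubated with compounds for 15 min at room temperature. Nitrocefin was then added from an 800 uM solution, and hydrolysis was followed at 480 nm.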
* hit, by the source's call; ? = inconclusive; / = no result given; [ ] = remark or other dose. Unless noted, calls come from the whole dose curve; as a rule, active = well fitted curve in the direction sought with a large enough effect; inconclusive = small, poorly fitted or top-dose-only effect, or another doubt; inactive = no such curve, though single readings can be large; an effect the other way counts as inactive or inconclusive. Unless noted, % is set by controls: 0 for no effect and ±100 for the full control effect.

Structure,HCMV antiviral,Sm TGR block,AmpC detergent,AMA1-RON2 inh,FBPA Giardia inh,AmpC no deterg
COc1ccc(NC(=O)CSc2nnc(CNC(=O)c3ccco3)o2)cc1,-30,24%,4%,18%,2%,-9%
CC1CN(Cc2nc3c(c(=O)n(C)c(=O)n3C)n2Cc2ccccc2)CC(C)O1 (stereo unspecified),-2,3%,-14%,-14%,-2%,29%
CCOc1ccc(C2c3c(oc4cc(C)c(C)cc4c3=O)C(=O)N2CCCN2CCOCC2)cc1 (stereo unspecified),6,-15%,-1%,6%,-16%,137%[activator]
O=C(N/N=C/c1ccccc1)C(=O)N/N=C/c1ccccc1,-19,1%,2%,84%[activator],-3%,-14%
COc1ccc(NC(=O)/C(=C\c2ccccc2)NC(=O)c2ccco2)cc1,-1,5%,-12%,19%,-4%,-11%
C/C(=N\NC(=O)c1ccc2ccccc2c1)c1cccnc1,31,-2%,2%,23%,/,-14%
CC(C)=CCN1CCN(Cc2cnc(N3CCCC3)s2)CC1CCO (stereo unspecified),-2,5%,5%,2%,0%,-15%
CCSc1nn(CC(=O)Nc2ccc(C(=O)OC)cc2)c(N)c1S(=O)(=O)c1ccc(C)cc1,4,-2%,-6%,/,/,/
CCOc1ccc(NS(=O)(=O)c2ccc(OCC(=O)N3CCCC3)cc2)cc1,19,7%,?,7%,4%,-6%
Cc1cc(C)cc(-n2nnc(-c3nc(-c4ccccc4F)no3)c2C)c1,-17,10%,-1%,/,/,/
O=C(NC1=NCCS1)c1ccccc1OCc1ccc(F)cc1,53,?,8%,-5%,1%,-40%
CCOc1ccc(N(C(C)=O)C2C=CS(=O)(=O)C2)cc1 (stereo unspecified),27,5%,?,0%,6%,0%
CCOC(=O)C1=NN(c2ccccc2)C(c2ccccc2)CC1=O (stereo unspecified),32,0%,-3%,2%,-4%,-15%
COc1cccc(CC(=O)OCC(=O)NCC(=O)Nc2cccc(C)c2C)c1,-22,1%,0%,-8%,/,-2%
COc1ccc(-c2cc(C(=O)Nc3c(C)n(C)n(-c4ccccc4)c3=O)c3ccccc3n2)cc1,-38,5%,9%,1%,12%,149%[activator]
N#Cc1nc(-c2ccc(F)cc2)oc1N1CCCC1,?,-14%,1%,-21%,0%,1%
O=C(OCC#CCSc1nnc(-c2ccccc2)o1)c1cc2ccccc2o1,73,-8%,1%,16%,0%,-13%
COc1ccc(C)cc1S(=O)(=O)N1CCN(c2cccc(C(F)(F)F)c2)CC1,-38,6%,1%,4%,-8%,17%
CCC(C)c1ccccc1N=Cc1ccc2c(c1)OCO2 (stereo unspecified),-24,7%,?,-14%,-2%,-8%
CC(=O)OC(C)(C)/C=C/C(=O)[C@](C)(O)[C@H]1[C@H](O)C[C@@]2(C)[C@@H]3CC=C4[C@H](C[C@H](O)C(=O)C4(C)C)[C@]3(C)C(=O)C[C@]12C,/,-3%,?,10%,2%,155%[activator]
Cc1cc(NC(=O)COC(=O)CNC(=O)c2cccs2)c([N+](=O)[O-])cc1C,-15,1%,-14%,-10%,/,-27%
Cc1ccc(C2OC3=C(C(=O)CC(C)(C)C3)C(N)=C2C#N)o1 (stereo unspecified),10,1%,?,6%,2%,-15%
C=C(C)COc1ccc(-c2ncncc2-c2ccccc2)c(O)c1,-40,-7%,1%,52%[activator],8%,-14%
CN(C)c1nc(N(C)C)nc(N2CC(=O)N(c3ccccc3)C2=N)n1,-35,-2%,-3%,-4%,7%,-16%
CCCCNC(=O)Nc1cc(C(=O)OC)ccc1Cl,-12,5%,0%,0%,1%,-18%
COC(=O)c1c(C)[nH]c(C(=O)OCc2csc(CC(=O)Nc3ccccc3C)n2)c1C,11,/,/,2%,/,-24%
Cc1cc2c(c3oc(=O)c4ccccc4c13)CN(Cc1ccc(F)cc1)CO2,2,-3%,25%,/,/,/
COCCN(CC(=O)Nc1cccc(C)c1C)C(=O)c1cc2ccccc2cc1OC,-17,?,-6%,14%,/,88%[activator]
Cc1ccc(NC(=O)C2CCCN(S(=O)(=O)c3cnc[nH]3)C2)c(Br)c1 (stereo unspecified),-5,-6%,?,7%,-5%,-12%
Cc1ccc(SCCC(=O)N/N=C/c2ccncc2)cc1,24,22%,3%,31%[activator],-27%,2%
Cc1ccc2c(Cl)cc(Cl)c(OCC(=O)Nc3ccc(C)c(S(=O)(=O)N(C)C)c3)c2n1,/,-7%,-11%,/,-2%,-26%
CCN(Cc1ccccc1)C(c1cc2cc(C)cc(C)c2[nH]c1=O)c1nnnn1CCOC (stereo unspecified),21,0%,-17%,0%,1%,-7%
C=CCn1c(SCc2ccc(Cl)c(Cl)c2)nnc1C(CO)NC(=O)c1ccc(OC)cc1 (stereo unspecified),31,4%,3%,7%,-3%,139%[activator]
CCOC(=O)c1[nH]c(C)c(C(=O)Nc2ccc3c(c2)CCC3)c1C,-1,3%,-1%,2%,16%,-19%
O=C(Nc1cccc(O)c1)c1cc2nc(-c3ccc(Br)cc3)cc(C(F)(F)F)n2n1,-15,8%,-3%,/,/,/
CC(C)CC(NC(N)=O)C(=O)NCCc1ccc(Cl)cc1 (stereo unspecified),-8,5%,7%,9%,3%,-10%
CCN(Cc1ccccc1)C(=O)c1cc2c(=O)[nH]c3ccc(C)cc3c2s1,-24,-1%,0%,/,/,/
CCOc1cccc2cc(C(=O)NCc3ccccc3Cl)c(=O)oc12,-16,2%,?,2%,10%,-19%
CN(C)c1ccc(C(=O)NCc2ccc3c(c2)CCO3)cc1,-13,-8%,10%,-14%,-2%,-6%
Cc1ccc2c(CC(=O)Nc3ccc(F)c(S(=O)(=O)N4CCOCC4)c3)coc2c1,29,3%,-11%,-6%,/,-44%

(more compounds)
SMILES,HCMV antiviral,Sm TGR block,AmpC detergent,AMA1-RON2 inh,FBPA Giardia inh,AmpC no deterg
COc1ccc(C)cc1NC(=O)c1cc(S(=O)(=O)NC2CCCCCC2)ccc1F,-34,2%,-2%,/,/,/
O=C(C1CC1)N1CCN=C1SCc1ccccc1,?,-6%,?,15%,1%,0%
COc1ccccc1-c1sc2cc3c(cc2c1-c1ccc(O)cc1)OCO3,-21,/,/,-9%,/,-31%
NC(=S)NNC(=O)/C(=C/c1ccc(Br)cc1)NC(=O)c1ccccc1,1,-5%,?,68%[activator],9%,?
Nc1c(-c2ccccc2)cnn1-c1ccc(C(=O)O)cc1,57,0%,4%,12%,1%,-17%
Cn1c(OCc2cccnc2)nc2c1c(=O)n(Cc1ccccc1)c(=O)n2C,-23,10%,-18%,-7%,1%,28%
COc1cc(C2C(C(=O)c3ccc(C)o3)=C(O)C(=O)N2Cc2ccccc2)ccc1O (stereo unspecified),-36,-29%,?,11%,/,-26%
O=C(CC1NC(=S)NC1=O)c1ccc(Cl)cc1 (stereo unspecified),-20,?,7%,3%,4%,-8%
COc1ccc(NC(=O)COC(C)=O)cc1Cl,6,-6%,-12%,-9%,2%,-15%
N#C/C(=C/c1ccc(-c2ccccc2[N+](=O)[O-])o1)C(=O)NCCN1CCCCC1,4,-14%,4%,-8%,-12%,5%
CNC(=O)c1cc2c(s1)CCCCCC2,8,-12%,-6%,1%,-8%,-24%
CCn1c(=O)n(-c2ccc3c(c2)OCO3)c2nc(-c3cccc(OC)c3OC)nc(C(N)=O)c21,-2,5%,21%,/,/,/
CCN(CCCNC(=O)c1cc(Nc2ccccc2OC)nc2ccccc12)c1cccc(C)c1,-9,21%,5%,/,/,/
COc1cc(/C=N/NC(=O)CNc2n[nH]c(=O)[nH]c2=O)ccc1OCc1ccccc1,?,2%,-2%,1%,3%,-29%
N=c1oc2ccccc2cc1C(=O)Nc1ccc(F)cc1,184,3%,-1%,12%,-3%,-38%
COc1ccc(OC)c(C(C(=O)NC2CCCCC2)N(Cc2ccco2)C(=O)c2ccccn2)c1 (stereo unspecified),-20,1%,7%,21%,12%,112%[activator]
Cc1[nH]n(-c2ccccc2)c(=O)c1/C=N/NC(=O)c1cccc([N+](=O)[O-])c1,-104*,12%,-15%,?,-2%,-16%

Already shown: 13 of the compounds above.
SMILES,HCMV antiviral,Sm TGR block,AmpC detergent,AMA1-RON2 inh,FBPA Giardia inh,AmpC no deterg
COc1ccc(C)cc1NC(=O)c1cc(S(=O)(=O)NC2CCCCCC2)ccc1F,-34,2%,-2%,/,/,/
O=C(C1CC1)N1CCN=C1SCc1ccccc1,?,-6%,?,15%,1%,0%
COc1ccccc1-c1sc2cc3c(cc2c1-c1ccc(O)cc1)OCO3,-21,/,/,-9%,/,-31%
NC(=S)NNC(=O)/C(=C/c1ccc(Br)cc1)NC(=O)c1ccccc1,1,-5%,?,68%[activator],9%,?
Nc1c(-c2ccccc2)cnn1-c1ccc(C(=O)O)cc1,57,0%,4%,12%,1%,-17%
Cn1c(OCc2cccnc2)nc2c1c(=O)n(Cc1ccccc1)c(=O)n2C,-23,10%,-18%,-7%,1%,28%
COc1cc(C2C(C(=O)c3ccc(C)o3)=C(O)C(=O)N2Cc2ccccc2)ccc1O (stereo unspecified),-36,-29%,?,11%,/,-26%
O=C(CC1NC(=S)NC1=O)c1ccc(Cl)cc1 (stereo unspecified),-20,?,7%,3%,4%,-8%
COc1ccc(NC(=O)COC(C)=O)cc1Cl,6,-6%,-12%,-9%,2%,-15%
N#C/C(=C/c1ccc(-c2ccccc2[N+](=O)[O-])o1)C(=O)NCCN1CCCCC1,4,-14%,4%,-8%,-12%,5%
CNC(=O)c1cc2c(s1)CCCCCC2,8,-12%,-6%,1%,-8%,-24%
CCn1c(=O)n(-c2ccc3c(c2)OCO3)c2nc(-c3cccc(OC)c3OC)nc(C(N)=O)c21,-2,5%,21%,/,/,/
CCN(CCCNC(=O)c1cc(Nc2ccccc2OC)nc2ccccc12)c1cccc(C)c1,-9,21%,5%,/,/,/
